Growth percent in the NCI-60 one-dose screen (48 h, 10 µM unless noted): 100 = growth as untreated, 0 = no growth, -100 = all killed.
HL-60(TB): HL-60(TB) leukemia cells | actives 9% (n = 78,000); active = growth percent below 10
An asterisk follows results filed as active.

No. | smiles | HL-60(TB)
1 | Nc1cc(=O)[nH]n1S(=O)(=O)c1ccccc1 | 102
2 | CCOC(=O)CCC(=O)Oc1coc(CSc2nc3ccccc3s2)cc1=O | 100
3 | Cc1ccc(-c2nc(C(Cl)Cl)n3nc(-c4ccccc4)cc3n2)cc1 | 61
4 | N#Cc1cccc(NS(=O)(=O)c2ccc(-c3ccc(Cl)cc3Cl)cc2)c1 | 93
5 | CCCCCCC(C)NCC(C)O (stereo unspecified) | 92
6 | O=C(CCCCC(=O)Nc1ccc(C(=O)Nc2cc(C3=NCCN3)cc(C3=NCCN3)c2)cc1)Nc1ccc(C(=O)Nc2cc(C3=NCCN3)cc(C3=NCCN3)c2)cc1 | 85
7 | N=C(N)c1ccc(-c2ccc(-c3ccc(Cl)c(Cl)c3)s2)cc1 | -32*
8 | O=C(OC(c1ccccc1)c1ccccc1)c1ccccc1 | 101
9 | CCCCSSCCCC | 105
10 | O=C1Nc2ccc(Br)cc2C12Oc1ccccc1C1CC(c3ccco3)=NN12 (stereo unspecified) | 100
11 | O=[N+]([O-])c1ccc(S(=O)(=O)N/N=C/CCc2ccccc2)cc1 | 109
12 | CCOC(=O)C(CC)(CC(C)c1ccccc1)C(=O)OCC (stereo unspecified) | 109
13 | O=[N+]([O-])c1ccc(C=Nc2cccc(C(F)(F)F)c2)cc1 | 99
14 | CCN(CC)CCOC(=O)C(OCCOc1ccccc1)(c1ccccc1)c1ccccc1 | 78
15 | COc1ccc2[nH]cc(/C=N/Nc3ccc(Br)cn3)c2c1 | 5.3*
16 | COc1ccc(C(OC(=O)c2cccc(Cl)c2)C(=O)NC(C)(C)C)cc1OC (stereo unspecified) | 110
17 | NC1=NC(c2ccccc2OS(=O)(=O)c2ccc(Br)cc2)n2c(nc3ccccc32)N1 (stereo unspecified) | 70
18 | O=C1OCC23OC=CC2C2(O)CCCc4cccc(c42)N13 (stereo unspecified) | 106
19 | CCc1cccc(CC)c1OCCN(C)C | 98
20 | CCN(C(=O)CN1CCN(c2cc3c(cc2F)c(=O)c(C(=O)O)cn3C2CC2)CC1)c1nc(-c2ccc(C)cc2)cs1 | 104

Random excerpt: 5 compounds from above.
No. | smiles | HL-60(TB)
7 | N=C(N)c1ccc(-c2ccc(-c3ccc(Cl)c(Cl)c3)s2)cc1 | -32*
6 | O=C(CCCCC(=O)Nc1ccc(C(=O)Nc2cc(C3=NCCN3)cc(C3=NCCN3)c2)cc1)Nc1ccc(C(=O)Nc2cc(C3=NCCN3)cc(C3=NCCN3)c2)cc1 | 85
12 | CCOC(=O)C(CC)(CC(C)c1ccccc1)C(=O)OCC (stereo unspecified) | 109
20 | CCN(C(=O)CN1CCN(c2cc3c(cc2F)c(=O)c(C(=O)O)cn3C2CC2)CC1)c1nc(-c2ccc(C)cc2)cs1 | 104
11 | O=[N+]([O-])c1ccc(S(=O)(=O)N/N=C/CCc2ccccc2)cc1 | 109

Returning to the listing, starting five compounds before the break.
No. | smiles | HL-60(TB)
16 | COc1ccc(C(OC(=O)c2cccc(Cl)c2)C(=O)NC(C)(C)C)cc1OC (stereo unspecified) | 110
17 | NC1=NC(c2ccccc2OS(=O)(=O)c2ccc(Br)cc2)n2c(nc3ccccc32)N1 (stereo unspecified) | 70
18 | O=C1OCC23OC=CC2C2(O)CCCc4cccc(c42)N13 (stereo unspecified) | 106
19 | CCc1cccc(CC)c1OCCN(C)C | 98
20 | CCN(C(=O)CN1CCN(c2cc3c(cc2F)c(=O)c(C(=O)O)cn3C2CC2)CC1)c1nc(-c2ccc(C)cc2)cs1 | 104
21 | CC(C)(C)c1ccc(O)c(Br)c1 | 156
22 | Clc1nnc2ccc(Oc3cccc(-c4ccc(OCc5ccccc5)cc4)c3)nn12 | 57
23 | O=C1Nc2ccc(Cl)cc2/C1=C/c1ccc(OCc2ccc(Cl)cc2)cc1 | 97
24 | O=C1[C@H]2Cc3c([nH]c4ccccc34)[C@@H](c3ccc(Br)cc3)N2C(=O)CN1C1CCN(CC2CCCCC2)CC1 | -71*
25 | O=S(=O)(NCCNc1nccc(-c2c(-c3ccc(F)c(O)c3)nc3sccn23)n1)c1ccc(O)cc1 | 42
26 | Fc1ccc2cc(Cc3nnc(Sc4cccnc4)n3CCCc3cnc[nH]3)[nH]c2c1 | 90
27 | Cc1[nH]c2ccccc2c1C1Cc2ccccc2N1C(=O)/C=C/c1ccccc1 (stereo unspecified) | 79
28 | CNC(=O)Nc1ccc(-c2ccc3ncnc(Nc4cccc(Cl)c4)c3c2)cc1 | 76
29 | FC(F)(F)c1cc(Br)cc(C(F)(F)F)c1 | 92
30 | O=C(O)COc1ccc(-c2ccc(Br)cc2)cc1 | 114
31 | O=c1ccc2c([N+](=O)[O-])cccc2[nH]1 | 81
32 | CC(C)Oc1ccc(C(=O)OCCN2CCCC2C)cc1 (stereo unspecified) | 100
33 | O=C1CSC(c2ccc(F)cc2)N1NC(=O)C(O)(c1ccccc1)c1ccccc1 (stereo unspecified) | 113
34 | CC(C)(C)c1ccc(S(=O)(=O)Nc2cc(Sc3nc4ccccc4s3)c(O)c3ccccc23)cc1 | 85
35 | OCCS | 98
36 | O=C(Nc1ccccc1Cl)c1ccccc1F | 109
37 | Cc1ccc(-c2cc(C(=O)Nc3ccc(S(=O)(=O)Nc4onc(C)c4C)cc3)[nH]n2)c(O)c1 | 99
38 | CCOC(=O)C(=O)/C(=C/n1c(=S)[nH]c2cc(C)ccc21)C(=O)OCC | 102
39 | CCCN1CCN(c2ccc3nc(-c4ccc5nc(-c6ccc(OCC)c(OCC)c6)[nH]c5c4)[nH]c3c2)CC1 | -23*
40 | CCn1c2ccc(/C=N/N(C)S(=O)(=O)CCN(C)C)cc2c2cc(/C=N/N(C)S(=O)(=O)CCN(C)C)ccc21 | 42
41 | COc1cc(C2C=C(c3ccc(Cl)c(Cl)c3)N=C3SC(C)=CN32)cc(OC)c1OC (stereo unspecified) | 62
42 | C#C[C@]1(O)CC[C@H]2[C@@H]3CC=C4c5sc(Nc6ccc(OC)nc6)nc5CC[C@]4(C)[C@H]3CC[C@@]21C | 10
43 | CCC(=O)N(C)c1ccccc1 | 100
44 | Nc1ncc2c(n1)CCCC2 | 112
45 | O=C1CCC(Nc2cccc3ccccc23)N1 (stereo unspecified) | 57
46 | Clc1cccc(Nc2ncnc3nc[nH]c23)c1 | 77
47 | Nc1cc(-c2ccc(Cl)cc2)nn1-c1nnc(/C=C/c2ccco2)c(=O)[nH]1 | 52
48 | Cc1nc2sc(C(=O)Nc3ccc(Cl)cc3)c(N)c2cc1C(O)c1ccccc1 (stereo unspecified) | 2.6*
49 | CC(CN1CCN(CC(C)Nc2ccnc3cc(Cl)ccc23)CC1)Nc1ccnc2cc(Cl)ccc12 (stereo unspecified) | 20
50 | CCN(CC)Cc1nnc(CCC(=O)c2nc3ccccc3[nH]2)o1 | 91
51 | C/C(=N/NC(=O)/C=C/C=C/c1ccc2c(c1)OCO2)c1ccc(Br)cc1 | 103
52 | COc1ccc(-c2csc(NC(=O)CO[N+](=O)[O-])n2)cc1 | 107
53 | ClC1CCC(c2ccccc2)CC1 (stereo unspecified) | 106
54 | O=C(O)CCSC(c1ccccc1)(c1ccccc1)c1ccccc1 | 103
55 | Cn1cc(C(c2coc3cc(F)ccc3c2=O)c2cn(C)c3ccccc23)c2ccccc21 | 98
56 | CSc1ncc(SC)c(Nc2ccc(C)c(Cl)c2)n1 | 83
57 | O=S(=O)(CC(O)C(Cl)(Cl)Cl)N(Cc1ccccc1)Cc1ccccc1 (stereo unspecified) | 95
58 | O=S(=O)(OCCOCCOS(=O)(=O)c1ccccc1)c1ccccc1 | 75
59 | C=CCN1C(=O)CSC1=S | 99
60 | CNc1nc(SCc2ccccc2)ncc1C | 124
61 | NC(=O)NC1(C(=O)O)CCCC1 | 97
62 | COC(=O)C1=C(C(=O)OC)C23C=C(C)C1C2=C(C)C1(CC1)[C@@](C)(O)C3=O (stereo partly specified) | 26
63 | COc1ccc2c(c1)C(CCN(C)C)(CCN(C)C)C(=O)CC2 | 98
64 | OC(COc1ccccc1Cl)CN1CCN(c2cccc(Cl)c2)CC1 (stereo unspecified) | 112
65 | N#Cc1c(Nc2ccccc2)nc2n(c1=O)-c1ccccc1Sc1ccccc1-2 | 80
66 | O=C1C(Cl)C(c2ccc(Cl)cc2Cl)N1n1cnnc1 (stereo unspecified) | 102
67 | COc1ccc2nc(N)nc(C)c2c1 | 104
68 | CC(OC(=O)CCl)C(=O)O (stereo unspecified) | 113
69 | CC(N)c1nnc(CCC(=O)c2nc3ncccc3[nH]2)o1 (stereo unspecified) | 100
70 | CCCCCCCCCCC1OCC(CC)(CCCC)CO1 (stereo unspecified) | 82
71 | O=C(Oc1ccccc1)N1CCCCC1 | 96
72 | O=C(CCN1CC1)OCC1CCCO1 (stereo unspecified) | 112
73 | O=c1cc[nH]c(=O)o1 | 80
74 | COc1ccc2nc(-c3ccccn3)ccc2c1 | 94
75 | COc1ccc2[nH]c(=O)cc(C)c2c1 | 105
76 | COc1ccc2cc(C(=O)/C=C/N(C)CC(O)C(C)(O)C(O)C(O)CO)ccc2c1 (stereo unspecified) | 90
77 | O=C(NCCCNc1cc(-c2cn(-c3ccccc3)nc2-c2cccc(O)c2)ccn1)c1cccc(O)c1 | 35
78 | Cc1ccc(NC(=O)NC(=O)CSc2nc3ccccc3nc2C)cc1 | 68
79 | O=c1c2ccccc2n2nnc3ccc(Cl)c1c32 | 105
80 | COc1ccc2[nH]cc(-c3nnc(N)nc3-c3c[nH]c4ncccc34)c2c1 | 93

Next part
No. | smiles | HL-60(TB)
81 | O=C1C=CC(=O)N1c1cccc2c1CCCC2 | 34
82 | NC(CSC(c1ccccc1)(c1ccccc1)c1ccccc1)C(=O)O (stereo unspecified) | -0.9*
83 | COc1cnc2c(c1)C(=O)c1c-2n(CCCCl)c(=O)c2ccncc12 | 16
84 | COc1ccc(/C=N/C2=C(C#N)C(c3cccc(Cl)c3)c3c(ccc4ccccc34)O2)cc1 (stereo unspecified) | -19*
85 | Cn1cc(-c2nnc(N)nc2-c2cn(C)c3ccc(F)cc23)c2cc(F)ccc21 | 79
86 | Nc1nc2c(nc(NCCCN3CCOCC3)n2[C@H]2O[C@@H](CO)[C@H](O)[C@@H]2O)c(=O)[nH]1 | 110
87 | Cc1nc(N)[nH]c(=O)c1CCC#N | 54
88 | COc1ccc(C#Cc2cc(OC)c3c(c2OC)OCO3)cc1 | 79
89 | CN(C)CCCNc1c2ccccc2nc2c1oc1ccc(Cl)cc12 | -1.3*
90 | COC(=O)[C@]12CC[C@@H](C)[C@H](C)[C@@H]1C1=CC[C@@H]3[C@@]4(C)C(C=O)=C[C@@](C)(COC(=O)/C=C/c5ccccc5)C4=CC[C@@]3(C)[C@]1(C)CC2 | 38
91 | CCOC(=O)NC1CCCCC1 | 93
92 | CCOC(=O)[C@@H](CSSCCOC(=O)Oc1ncc(F)c(=O)[nH]1)NC(=O)[C@H](C)c1ccc2cc(OC)ccc2c1 | 100
93 | CC(=O)OCC(=O)[C@@]1(O)CC[C@H]2[C@@H]3CC(=C(Br)Br)C4=CC(=O)CC[C@]4(C)[C@H]3C(=O)C[C@@]21C | 90
94 | O=S(=O)(CBr)c1ccccc1 | 99
95 | O=Cc1ccc(OCc2cn(Cc3ccccc3)nn2)cc1 | 97
96 | COc1cc(/C=N/Nc2nnc3n2N=C(c2ccc(Cl)cc2)CS3)ccc1O | 57
97 | Cc1ccc(-n2cnn3c(=O)c4c5c(sc4nc23)CN(C)CC5)cc1 | 98
98 | CC(=O)NNC(=O)c1ccncc1 | 81
99 | COc1ccc2[nH]cc(-c3nnc(N)nc3-c3cn(C)c4ncc(Br)cc34)c2c1 | 35
100 | OCCSC(=S)N1CCNCC1 | 93
101 | COc1ccc(-n2ccnc2SCC(=O)Nc2cc(C)ccc2C)c(OC)c1 | 74
102 | Nc1ccc(S(=O)(=O)Nc2ccc(Cl)nn2)cc1 | 106
103 | CS(=O)(=O)c1ccc(-c2nn(-c3ccc(F)cc3)cc2/C=C/C(=O)c2ccc(O)cc2)cc1 | 97
104 | c1cc(N2CCOCC2)nc(NCCCCNc2nc(N3CCOCC3)nc(N3CCOCC3)n2)n1 | 89
105 | CCCCCCCCCCCCCCNC1=C(Cl)C(=O)c2ccccc2C1=O | 106
106 | O=C1/C(=C\c2ccccc2Cl)N=C(c2cnccn2)N1c1cccc2cccnc12 | 115
107 | Cn1cnc([N+](=O)[O-])c1/C=C1\Oc2ccc(Cl)cc2C1=O | 60
108 | CC/C=C\C/C=C/C=C1\CC(CCO)=CC1=O | 97
109 | O=C(CSc1nnc2n1S(=O)(=O)c1ccccc1N2c1ccccc1)Nc1nc2ccc([N+](=O)[O-])cc2s1 | 99
110 | CCCCCCCCOC(=O)COc1ccc(Cl)cc1Cl | 100
111 | OC(c1cccc(Cl)c1)C(Cl)(Cl)Cl (stereo unspecified) | 98
112 | CN(C)c1ccc(C(C#N)(c2ccccc2)c2ccc(N(C)C)cc2)cc1 | 62
113 | COc1ccc(C2OC3=C(Nc4ccc(Cl)cc4N3)C2=O)cc1 (stereo unspecified) | 81
114 | COc1ccc(Oc2nc(Cl)nc(NC3CCCCCC3)n2)cc1 | 87
115 | Cc1ccc(C2=NN(c3ccc(S(=O)(=O)NC(=O)NCc4ccccc4)cc3)C(c3ccccc3Cl)C2)c(C)c1 (stereo unspecified) | 81
116 | CCCCCC/C=C\C(=O)O | 100
117 | Nc1nc2nc(N=Nc3ccc(S(=O)(=O)O)cc3)[nH]c2c(=O)[nH]1 | 82
118 | O=C1OC(=O)C2C3CCC(C3)C12 (stereo unspecified) | 104
119 | CC1(O)c2ccccc2N2C(=O)NC(=O)C23OC1C(O)C3O (stereo unspecified) | 91
120 | O/N=C/c1cccc(Cl)c1 | 81
121 | CCn1c(-c2ccc3nc(-c4ccc(Cl)cc4)[nH]c3c2)n[nH]c1=S | 109
122 | COc1cccc(NCc2nnc(Nc3ccc(Cl)cc3)c3ccccc23)c1 | -27*
123 | Cc1ccc(OCc2cn(CC(=O)Nc3nc4ccccc4s3)nn2)cc1 | 99
124 | CSc1ccc(C(=O)C[n+]2ccccc2C)cc1 | 99
125 | Nc1nc(CSCC(=O)N2CCCCC2)nc(Nc2ccccc2F)n1 | 98
126 | C[N+](C)(C)c1ncnc2[n-]cnc12 | 103
127 | C/C(=N/Nc1nc2ccccc2n1C)c1ccccn1 | -19*
128 | COc1ccc(C2=NN3C(C2)c2ccccc2OC3c2ccc(/C=C3\SC(=S)N(C)C3=O)cc2)cc1 (stereo unspecified) | 97
129 | Cc1ccc(S(=O)(=O)Nc2ccccc2N=Cc2ccc([N+](=O)[O-])cc2[N+](=O)[O-])cc1 | 80
130 | N[C@@H]1CCC[C@H]1NCCCCN1C(=O)c2cccc3cccc(c23)C1=O | 91

Screens as filed in PubChem.

An excerpt (hit frequency here may not be typical).
